Screening data from PubChem BioAssay.
beta cell repl: MIN6 beta-cell proliferation induction. MIN6 cells proliferation, ATPlite luminescence, 48 h; cells starved in 0.2% serum; 100% = growth in 10% serum. proliferation, % at 10 µM. AID 2380. 330,000 compounds, 0.29% hits;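 active = compounds whose signal lies at least 3.5 SD above the mean of all wells on their plate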;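 note: 0% = DMSO-treated cells in low-serum medium and 100% = 10% serum control; some compounds called inactive have numbers as strong as hits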
NALP3 yeast inh: blocks the NALP3 inflammasome reconstituted in yeast; Yeast reconstituted NLRP3/ASC/caspase-1, beta-gal luminescence, 24 h; AID 2825; 330,000 compounds, 0.39% hits; inhibition, % at 10 µM;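 active = inhibition of 50% or more; inactive = inhibition below 50%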;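 note: plate controls were induced DMSO wells for no effect and uninduced yeast grown without galactose for full effect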
mIAP act: increases mouse intestinal alkaline phosphatase activity; muIAP, CDP-Star luminescence, 30 min; stronger effect = higher value; 1 = vehicle-only enzyme signal, 0 = enzyme-free wells; activation factor at 10 µM; 330,000 compounds, 0.24% hits;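 active = activation factor of at least 2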; note: the source names both 10 and 20 µM as test concentration; values of inactives mirror those of a sister screen read the other way
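System: mouse IAP enzyme. Reagent: CDP-Star chemiluminescent phosphatase substrate. Benchmarks: DMSO wells, no-enzyme wells. Times: 30 min enzyme-substrate-compound incubation at room temperature. Detection: luminescence from enzymatic CDP-Star hydrolysis. Doses: test compounds delivered from DMSO solution.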
tim10-1 inh: tim10-1 yeast growth inhibition. S. cerevisiae tim10-1 ts strain growth, BacTiter-Glo, 24 h. inhibition, % at 20 µM. 330,000 compounds, 2.2% hits;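 active = inhibition of at least 40%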;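 note: mutant grown at 25 °C; 0% = DMSO wells with yeast and 100% = wells holding no yeast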
APOBEC3A inh: human APOBEC3A DNA deaminase inhibition. P31941. recombinant A3A, FAM/TAMRA ssDNA deamination fluorescence. inhibition, % at 20 µM. 330,000 compounds, 0.41% hits. AID 493011;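 active = at least 40% inhibition at 20 µM here, with at most 30% in a related deaminase screen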;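 note: plate controls were A3A with DMSO for no effect and wells lacking A3A enzyme for full effect; some results filed as inactive read as strong as hits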
Target sequence (P31941 whole entry, looked up): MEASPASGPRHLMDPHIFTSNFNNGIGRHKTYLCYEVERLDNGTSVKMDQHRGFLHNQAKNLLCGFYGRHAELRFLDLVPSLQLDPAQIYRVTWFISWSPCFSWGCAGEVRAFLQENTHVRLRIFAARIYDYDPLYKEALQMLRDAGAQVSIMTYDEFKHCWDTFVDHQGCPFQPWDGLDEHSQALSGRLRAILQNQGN
mIAP block: mouse IAP inhibition; purified mouse IAP, CDP-Star luminescence, 30 min; inhibition, % at 10 µM; 330,000 compounds, 0.2% hits;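 active = inhibition of at least 40% at 10 µM in the primary screen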;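 note: plate controls were DMSO with enzyme for no effect and no enzyme wells for full effect; values of inactives mirror those of a sister screen read the other way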
hIAP block: human IAP inhibition. P09923. purified IAP, CDP-Star luminescence, 30 min. inhibition, % at 10 µM. 330,000 compounds, 0.12% hits. AID 2544;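 active = inhibition reaching a set limit with compound at 10 µM in the primary screen, cut at about 35% in these data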;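 note: plate controls were DMSO wells with enzyme for no effect and no-enzyme buffer wells for full effect; values of inactives mirror those of a sister screen read the other way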
Target sequence (P09923 whole entry, looked up): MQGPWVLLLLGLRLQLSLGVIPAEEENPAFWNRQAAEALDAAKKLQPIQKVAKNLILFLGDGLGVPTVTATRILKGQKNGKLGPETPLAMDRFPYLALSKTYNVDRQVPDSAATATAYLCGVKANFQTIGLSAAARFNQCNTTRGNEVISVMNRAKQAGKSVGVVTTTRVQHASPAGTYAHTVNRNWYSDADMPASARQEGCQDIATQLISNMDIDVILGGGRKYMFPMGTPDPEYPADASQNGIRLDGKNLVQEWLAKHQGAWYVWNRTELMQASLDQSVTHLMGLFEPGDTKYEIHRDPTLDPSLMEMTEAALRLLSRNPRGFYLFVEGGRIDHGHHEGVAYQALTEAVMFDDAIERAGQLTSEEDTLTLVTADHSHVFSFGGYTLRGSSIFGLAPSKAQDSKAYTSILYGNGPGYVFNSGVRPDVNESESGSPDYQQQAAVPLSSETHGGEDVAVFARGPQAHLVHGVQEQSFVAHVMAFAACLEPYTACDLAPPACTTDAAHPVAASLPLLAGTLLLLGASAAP
APOBEC3G inh: APOBEC3G (human) deaminase inhibition | Q9HC16 | recombinant A3G, ssDNA deamination FAM/TAMRA fluorescence | inhibition, % at 20 µM | 330,000 compounds, 0.28% hits | AID 493012;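 active = inhibition of at least 40% at 20 µM, with no more than 30% in the related APOBEC3A deaminase screen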;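 note: plate controls were DMSO wells with A3G for no effect and wells lacking A3G enzyme for full effect; some compounds called inactive have numbers as strong as hits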
TIM10 inh: growth inhibitors of TIM10 yeast strain. S. cerevisiae TIM10 strain growth, BacTiter-Glo luminescence, 24 h. inhibition, % at 10 µM. 330,000 compounds, 1.4% hits;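 active = inhibition of 40% or more at the single tested concentration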;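 note: wild-type TIM10 isogenic control strain grown at permissive 25 °C; 0% = DMSO yeast wells and 100% = minimal medium wells without yeast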
* = called active by the depositor; x = no result given; & = joins results of further samples. This is a random part of the collection, and some 4.6% of all compounds hit somewhere here.

nr	canonical_smiles	beta cell repl	NALP3 yeast inh	mIAP act	tim10-1 inh	APOBEC3A inh	mIAP block	hIAP block	APOBEC3G inh	TIM10 inh
1	CCNC(=O)/C(=C\c1ccc2c(c1)OCO2)NC(=O)c1ccc(Br)cc1	2	7	1	11	5	0	-10	-1	6
2	CC(CCc1ccccc1)NC(=O)COC(=O)c1cccc(N(C)C)c1 (stereo not drawn)	-4	5	1.1	23	-3	-15	-18	-4	-21
3	Cc1oc(-c2ccc(Cl)cc2)nc1CS(=O)CC(=O)NC(C)c1ccccc1 (stereo not drawn)	-3	-22	0.97	37	-6	3	-28	-10	5
4	CN(C)c1ccc(NC(=O)C2C3C=CC(C3)C2C(=O)O)cc1 (stereo not drawn)	-3	32	1	20	-3	-2	5	5	0
5	COc1ccc(N2CCN(c3nc(-c4cccs4)nc4ccccc34)CC2)cc1	1	29	0.98	15	-3	2	17	-9	15
6	C/C(=N\Nc1nc(C(=O)O)cs1)c1ccccc1	0	19	0.87	-10	-5	13	-2	-7	10
7	CC(=O)Cc1nsc(NC(=O)c2ccc(-c3ccc(F)cc3)o2)n1	-4	8	0.98	14	3	2	6	8	15
8	O=C(COc1ccc(Cl)cc1)Nc1cccc(-c2ccc3nncn3n2)c1	-2	9	0.94	-14	0	6	-4	-1	-3

Further compounds.
nr	canonical_smiles	beta cell repl	NALP3 yeast inh	mIAP act	tim10-1 inh	APOBEC3A inh	mIAP block	hIAP block	APOBEC3G inh	TIM10 inh
9	CCOC(=O)Cc1nnc(NC(=O)C23CC4CC(CC(C4)C2)C3)s1	2	17	0.95	25	1	5	-6	-3	10
10	CCOC(=O)c1c(C)[nH]c(C(=O)CC(=O)OC)c1C	-4	2	0.96	9	3	4	2	-2	15
11	C[C@H](CO)N1C[C@H](C)[C@@H](CN(C)S(=O)(=O)c2cn(C)cn2)Oc2ccc(NC(=O)NC3CCCCC3)cc2C1=O	-1	16	1.3	-4	-5	-28	-7	-8	0
12	COc1ccc(N(C(=O)c2ccco2)S(=O)(=O)c2ccccc2)cc1	0	1	0.96	37	-1	4	-3	-6	36
13	Cn1c(N2CCN(C(c3ccccc3)c3ccccc3)CC2)nc2ccccc21	-5	26	0.97	11	-7	3	-21	-7	32
14	CC(=O)CC1=NC(C)(C)Cc2ccccc21	-2	19	0.99	-8	-6	1	2	-7	9
15	COc1ccc2[nH]c3c(c2c1)CCN1C(=O)C(CC(=O)NC(C)(C)C)C[C@H](C(=O)N2CCOCC2)[C@@]31CCC1CCCC1 (stereo partly drawn)	x	x	1.3	9	3	-15	x	2	-10
16	CCC(=O)N1CCN(c2nc(-c3ccccc3)c3c(c2C#N)CCCC3)CC1	0	14	0.95	10	0	5	-3	-5	29

More records:
nr	canonical_smiles	beta cell repl	NALP3 yeast inh	mIAP act	tim10-1 inh	APOBEC3A inh	mIAP block	hIAP block	APOBEC3G inh	TIM10 inh
17	CCCCNC(=O)O[C@@H]1C[C@H]2CCCC(=O)N3CC[C@@H](C1)[C@@H]23	-1	11	0.96	17	-4	4	-2	-6	15
18	Cc1ccc(S(=O)(=O)N(C)Cc2nc(-c3ccc(Br)cc3)no2)cc1	-4	26	0.95	7	0	5	8	-5	-13
19	CN(C)c1ccc(NC(=O)CN2CCC(O)(c3ccccc3)CC2)cc1	-1	-4	1	3	-5	-2	3	3	-4
20	O=C(CN1CCN(C(=O)c2ccco2)CC1)Nc1cc(Cl)ccc1Cl	-2	-6	0.94	27	0	6	11	-1	19
21	Cc1ccc(C(=O)NCCc2nnc(SCC(=O)Nc3cccc(C(=O)O)c3)n2C)cc1	-2	4	0.94	-22	-3	6	-18	-8	-6
22	Cc1cccnc1NC(=O)CCNC(=O)c1ccc(Br)cc1	1	0	1.1	2	-4	-6	-5	-5	8
23	COc1ccc(N2CC(C(=O)N[C@@H](C)C(=O)NC3CCCC3)CC2=O)cc1 (stereo partly drawn)	1	20	0.9	9	-2	10	-5	-3	12
24	CC1(C)Cc2c(C#N)c(N3CCN(C(=O)c4ccccc4)CC3)nc(Cc3ccccc3)c2CO1	-4	13	0.85	20	-2	15	3	-8	23

Carrying on.
nr	canonical_smiles	beta cell repl	NALP3 yeast inh	mIAP act	tim10-1 inh	APOBEC3A inh	mIAP block	hIAP block	APOBEC3G inh	TIM10 inh
25	CN(C)CCCNC(=O)C[C@H]1C[C@H](C(=O)N2CCOCC2)[C@@]2(C)c3[nH]c4cc(-c5ccco5)ccc4c3CCN2C1=O	x	x	1.1	-2	4	-6	x	3	4
26	Cc1ccc2c(c1)[C@H]1[C@H](CO2)[C@H](c2ccccc2)[C@]2(C)C(=O)N(Cc3ccc(F)cc3)CC(=O)N12	-6	10	0.88	27	-4	12	4	-7	26
27	CCN(CC)CC(=O)Nc1ccc(-c2nc3cc(NC(=O)CN(CC)CC)ccc3o2)cc1	-4	20	0.83	-6	3	17	2	-5	-1
28	C/C(CC1(O)C(=O)Nc2ccccc21)=N\O (stereo not drawn)	-2	10	1.1	20	2	-6	-6	3	-7
29	COc1cc(NS(=O)(=O)c2ccc(C)c(C)c2)c(OC)cc1Cl	-3	-11	1	13	8	-4	11	-2	20
30	CCc1ccc(C2c3[nH]c4ccccc4c3CCN2C(=O)CN2CCN(CC)CC2)cc1 (stereo not drawn)	-6	20	1.3	21	2	-34	2	0	19
31	COC(=O)Nc1ccc(S(=O)(=O)N2CCCC(C(=O)O)C2)cc1 (stereo not drawn)	2	1	1	-4	-2	0	-13	-6	-19
32	CCNC(=O)C(=O)Nc1cc2c3c(c1)CCN3C(=O)CC2	-3	8	1	18	-5	-4	-7	-8	11

Going on with the list:
nr	canonical_smiles	beta cell repl	NALP3 yeast inh	mIAP act	tim10-1 inh	APOBEC3A inh	mIAP block	hIAP block	APOBEC3G inh	TIM10 inh
33	O=[N+]([O-])c1ccc(N2CCCCCC2)c([N+](=O)[O-])c1	0	15	0.96	37	0	4	-13	0	11
34	O=C1c2[nH]nc(-c3ccccc3O)c2C(c2ccccc2F)N1Cc1ccco1 (stereo not drawn)	-5	3	0.97	17	-6	2	7	-6	20
35	O=c1c2ccccc2ncn1CCOCCOc1ccc([N+](=O)[O-])cc1	-2	10	1.1	-4	4	-12	-2	3	-5
36	CCOC(=O)N1CCC(NC(=O)C2CCCN(S(=O)(=O)c3cccc4nsnc34)C2)CC1 (stereo not drawn)	-2	-4	0.66	11	3	34	12	0	1
37	CC(=O)NC1C(=O)SC1(C)C (stereo not drawn)	-3	3	1	21	0	0	8	-1	21
38	Cc1nnc(SCc2ccc(CSc3nnc(C)c(=O)[nH]3)cc2)[nH]c1=O	-1	12	0.98	1	0	2	6	-3	15
39	CC(=O)c1csc(-c2cccc(-c3nc4ccc(Cl)cn4c3NC3CCCCC3)c2)c1	-9	11	0.86	-6	0	14	1	2	8
40	O=[N+]([O-])c1[nH]cnc1/C=C/c1ccccc1	-2	2	0.96	-5	-2	4	10	-7	7

The results go on:
nr	canonical_smiles	beta cell repl	NALP3 yeast inh	mIAP act	tim10-1 inh	APOBEC3A inh	mIAP block	hIAP block	APOBEC3G inh	TIM10 inh
41	CCNc1nc(NCc2ccccc2)nc(Oc2ccc(=O)[nH]n2)n1	3	10	0.93	11	-3	7	5	-5	-3
42	CC(=O)N(C1=C(N2CCOCC2)C(=O)c2ccccc2C1=O)c1ccc(C(=O)O)cc1	-2	-11	0.94	16	0	6	6	-6	1
43	CCOC(=O)c1nc(Nc2cc(Cl)ccc2OC)c2ccccc2n1	0	22	0.92	17	-3	8	-2	-9	16
44	COc1ccc(-c2cn3cccnc3n2)cc1	0	14	1.1	-20	1	-8	16	-12	-2
45	Cc1onc(-c2c(F)cccc2Cl)c1C(=O)NC(=S)NC1CCS(=O)(=O)C1 (stereo not drawn)	0	-3	0.91	13	-4	9	16	7	8
46	O=C(NCCCNc1ccc([N+](=O)[O-])cc1)C(F)(F)F	0	-6	0.93	4	-4	7	9	-5	-2
47	COc1ccc2c(C)nc(N/C(N)=N/S(=O)(=O)c3ccc(C)cc3)nc2c1	1	3	0.98	30	2	2	6	-2	13
48	CNC(=O)C(C)N1c2cccc3cccc(c23)S1(=O)=O (stereo not drawn)	-1	8	0.9	12	-5	10	4	-7	-1

Remaining list, next part.
nr	canonical_smiles	beta cell repl	NALP3 yeast inh	mIAP act	tim10-1 inh	APOBEC3A inh	mIAP block	hIAP block	APOBEC3G inh	TIM10 inh
49	O=c1[nH]n(CCO)c(=O)c2cccnc12	1	27	0.96	0	0	4	9	2	1
50	c1ccc2c(c1)C(=Nn1cnnc1)c1ccccc1-2	-2	2	1.1	-12	-3	-6	-3	-3	9
51	CN1C[C@H](C(=O)N[C@]2(C)O[C@@]3(O)[C@@H]4CCCN4C(=O)[C@H](Cc4ccccc4)N3C2=O)CC2c3cccc4[nH]cc(c34)C[C@H]21 (stereo partly drawn)	-4	2	1.1	-1	0&-4	-6	0	-8&0	2
52	O=C(N/N=C/c1ccc2c(c1)OCO2)c1ccn(Cc2ccc(Cl)cc2)n1	4	8	0.95	3	-1	5	-18	-6	-9
53	CCCn1c(N)c(N2CCCCC2)c(=O)n(CC(=O)Nc2cccc(S(=O)(=O)N(C)C)c2)c1=O	2	13	1.1	0	-3	-7	-5	-7	-2
54	O=C(c1cc2ccccc2o1)N1CCN(S(=O)(=O)c2ccccc2)CC1	1	-31	1	43*	1	-2	0	3	12
55	Cc1ccc(CNC(=O)c2cc(S(=O)(=O)N3CCCC3)cn2C)cc1	3	-5	0.99	-3	-4	1	-8	-5	0
56	CCCCN1C(=O)C(=O)N(CC(=O)Nc2cc(S(=O)(=O)N(C)C)ccc2C)C1=O	-1	-15	0.97	4	2	3	-15	-5	-2

Carrying on.
nr	canonical_smiles	beta cell repl	NALP3 yeast inh	mIAP act	tim10-1 inh	APOBEC3A inh	mIAP block	hIAP block	APOBEC3G inh	TIM10 inh
57	COc1ccc(N2CC(NC(=O)c3cccc4ccccc34)CC2=O)cc1OC (stereo not drawn)	2	3	0.98	-1	-5	2	-4	-8	-4
58	O=C1CCN(CCc2ccccc2)CCN1[C@H](CSc1ccc(Br)cc1)Cc1ccccc1	-8	-13	1.2	31	-3	-20	7	-8	-8
59	Cc1cccc(C(=O)n2c(=S)nc3ccccn32)c1	0	39	0.97	21	2	3	-2	29	37
60	Cc1c(NC(=S)NC(=O)CSc2ccc(Cl)cc2)cccc1C(=O)O	2	-2	0.99	-15	-5	1	2	-9	-1
61	N/C(=N\S(=O)(=O)c1cc(C(F)(F)F)cc(C(F)(F)F)c1)c1ccncc1	0	10	0.99	8	13	1	9	16	5
62	Cc1cccc(Nc2c([N+](=O)[O-])ccc3nonc23)c1C	-1	24	0.91	-7	2	9	23	-2	1
